# Screening results: PubChem BioAssay, The Scripps Research Institute Molecular Screening Center
# OX1R antag-1 – antagonists of human orexin 1 receptor; CHO/OX1R cells, Fluo-8 calcium fluorescence, orexin A; inhibition, % at 5 µM; 330,000 compounds, 0.43% hits; AID 434989;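 active = inhibition above its plate's threshold, mean inhibition of all tested compounds on the plate plus 3 SD, cut at about 37% in these data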;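 note: 0% = orexin A challenge wells and 100% = SB-334867-A antagonist wells; not every result past the cut was called active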
# Target sequence (O43613 whole entry, looked up): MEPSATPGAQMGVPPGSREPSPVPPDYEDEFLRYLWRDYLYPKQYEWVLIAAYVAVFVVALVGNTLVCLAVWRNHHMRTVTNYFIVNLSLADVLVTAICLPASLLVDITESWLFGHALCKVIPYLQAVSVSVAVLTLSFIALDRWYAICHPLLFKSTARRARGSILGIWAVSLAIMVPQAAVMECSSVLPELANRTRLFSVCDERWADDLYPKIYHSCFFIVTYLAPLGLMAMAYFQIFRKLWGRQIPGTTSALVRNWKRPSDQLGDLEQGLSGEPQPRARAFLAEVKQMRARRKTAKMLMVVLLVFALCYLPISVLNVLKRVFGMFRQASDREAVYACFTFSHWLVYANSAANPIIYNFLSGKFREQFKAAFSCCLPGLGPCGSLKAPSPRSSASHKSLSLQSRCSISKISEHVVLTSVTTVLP
# OX1R antag-2 – blocks the human orexin 1 receptor; OX1R-expressing cells, FRET antagonist read-out; inhibition, % at 6.6 µM; 330,000 compounds, 1.8% hits; AID 485270; in the data active = inhibition mostly above about 38%, no sharp cut-off; inactive = mostly below about 40%;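 note: 0% = agonist challenge alone and 100% = reference antagonist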
# Numbers without * were called inactive.
SMILES,OX1R antag-1,OX1R antag-2
COC(=O)c1ccccc1NC(=O)CSc1nnc(-c2ccncc2)o1,-16,9
Cn1cc(Br)c(-c2cccc(NC(=O)CCCC(=O)O)c2)n1,-7,-2
CCOC(=O)c1c(CN2CCCCC2)n(C)c2cc(Br)c(O)cc12,-1,13
CCNNC(=O)C(O)(c1cccc(C)c1)c1cccc(C)c1,5,4
COc1ccc(C(=O)OCC(=O)c2ccc(Br)s2)c(OC)c1,-12,23
CCN(C(=O)COc1nc(C)cc(C)c1C#N)c1ccccc1,-28,4
CCOc1cc(C(N)=O)cc(Cl)c1OCc1ccccc1,-26,-12
COc1ccc(CCN(C(=O)C(F)(F)F)C(C(=O)NC2CCCCC2)c2cccs2)cc1 (configuration not stated),-21,20
Cc1cc([N+](=O)[O-])nn1CCCC(=O)Nc1cccc(Cl)c1Cl,-32,26
CCOc1ccc(C(=O)OCC(=O)NCCNC(=O)COC(=O)c2ccc(OCC)cc2)cc1,-20,0
CCN(CC)S(=O)(=O)c1cc(C(=O)Nc2nncs2)c(Cl)cc1Cl,-22,19
O=C(O)C1C2C=CC(C2)C1C(=O)NCCc1ccncc1 (configuration not stated),-5,6
Cc1cc2ccc(C)c(C)c2nc1SCC#N,-33,19
Cc1cn2c(=O)c(C(=O)N3CCN(c4ccccc4)CC3)cnc2s1,-1,9
COc1cc(NC(=O)NCCN2CCN(c3ccc(Cl)cc3)CC2)ccc1C,17,1
O=C(NCc1cccs1)c1ccc(Cl)c(S(=O)(=O)N2CCCC2)c1,-28,1
COC(=O)c1ccc(Cl)c(NC(=O)NC23CC4CC(CC(C4)C2)C3)c1,1,17
COc1ccc(CC(=O)Nc2ccc(-c3nnc(-c4ccccc4)o3)cc2)cc1OC,-7,10
CSCC[C@H](NC(=O)c1ccc2c(c1)OCO2)c1nnc2ccccn12,-21,5
O=C1ON=C(c2ccccc2)/C1=C\c1ccco1,5,12
COC(=O)[C@H](CC(C)C)NC(=O)N1CCCCC1C (some centres not stated),-9,3
Cc1ccc(N(C)C(=O)C2CCN(S(=O)(=O)c3ccc4c(c3)oc(=O)n4C)CC2)cc1,-8,14
CCn1c(SCC(=O)Nc2ccc3c(c2)oc2ccccc23)nnc1-c1ccc(N)cc1,36,84*
Cn1c(SCC(=O)Nc2nccs2)nnc1C1CC1,-7,32
CC(C)n1cc(CN2CCCC(C(=O)Nc3ccccc3Oc3cccnc3)C2)cn1 (configuration not stated),-10,10
# Continuation:
SMILES,OX1R antag-1,OX1R antag-2
CCC(C)NC(=O)C1c2ccccc2C(=O)N1Cc1cc(OC)ccc1OC (configuration not stated),-22,19
CC1CCCCN1C(=O)COC(=O)c1cc([N+](=O)[O-])ccc1N (configuration not stated),-23,39
O=C(O)c1ccccc1-c1ccccc1C(=O)Nc1nc2ccccc2s1,-1,7
S=c1[nH]nc(CN2CCCCC2)n1-c1ccc(Cl)cc1,-5,5
CSc1nc(C)cc(Oc2ccc(=O)[nH]n2)n1,-17,14
CCN1CCN(c2ccc([N+](=O)[O-])cc2S(=O)(=O)N2CCOCC2)CC1,-9,145*
CSc1ccc(S(=O)(=O)Nc2c(C)n(C)n(-c3ccccc3)c2=O)cc1,-9,14
CCN(CCCNC(=O)CN1C(=O)COc2ccc(S(=O)(=O)N3CCC(C)CC3)cc21)Cc1ccccc1,-29,13
COc1cccc(OC)c1C(=O)OCC(=O)N(C)c1ccccc1,-11,7
CCc1ccc(-n2c(C)nc3cc(C(=O)NCc4cccnc4)ccc32)cc1,-28,4
O=C(NCCC1=CCCCC1)C1CCN(C(=O)Cc2ccccc2)CC1,-19,-7
CCN(CC)S(=O)(=O)c1cc(NC(=O)C2=COCCO2)ccc1Cl,-20,10
COCCN1C(=O)N[C@@H](c2ccco2)C(C(C)=O)=C1C,-7,6
C=CCCCCc1nc2ccccc2c(=O)n1N,-1,-1
O=C(COC(=O)c1ncc(Cl)c(Cl)c1Cl)NCCc1ccccc1,-19,16
O=C(Nc1ccc(N2CCCC2)cc1)c1cccc(-c2cc3ccccc3oc2=O)c1,-32,37
CCC(CC)C(=O)N1c2ccc(F)cc2CCC1C (configuration not stated),-7,10
CC(C)N(C)C(=O)C(=O)c1cccn1-c1cccc(Cl)c1C#N,-8,19
Nc1ccccc1SC1CC(=O)N(c2ccc3c(c2)OCO3)C1=O (configuration not stated),1,6
CN(C)S(=O)(=O)c1ccc(Cl)c(NC(=O)COC(=O)CCSc2ccccc2)c1,-9,28
CCOC(=O)C1C(=O)CC(C)(O)C(C(=O)OCC)C1c1ccc(Br)o1 (configuration not stated),-17,17
COc1ccc(C2C(C(=O)Nc3ccccc3OC)=C(C)Nc3ncnn32)cc1 (configuration not stated),-29,9
CCOC(=O)c1cnn2c(C)cc(-c3ccccc3)nc12,-13,6
Cc1c(Cc2ccc3c(c2)OCO3)sc(NC(=O)c2cccc3ccccc23)c1C(N)=O,-2,4
CSc1cccc(N=C2C(=O)Nc3ccccc32)c1,9,23
# Later entries
SMILES,OX1R antag-1,OX1R antag-2
COc1ccc(C(=O)c2ccc(OC)cc2OC)cc1,-108,14
CC(CNC(=O)c1ccc2c(c1)OCO2)c1ccc([N+](=O)[O-])cc1 (configuration not stated),-4,7
O=C(O)CSc1nnc(-c2ccc(S(=O)(=O)N3CCCC3)cc2)n1Cc1ccco1,1,16
Cc1ccnc(NC(=O)c2cccc(NC(=O)c3ccccc3C)c2)c1,-29,10
Cc1cccc(C)c1NC(=O)COC(=O)COc1ccc2c(C)cc(=O)oc2c1,-10,19
CCCCCC1(C(=O)OCC)CC(CSC(=N)N)OC1=O (configuration not stated),-15,13
NC(=O)C1CCN(CC(=O)N2c3ccccc3CCc3ccccc32)CC1,-11,11
Cc1c(OCC(=O)N2CCC(C(N)=O)CC2)ccc2c1oc(=O)c1ccccc12,-2,15
Cc1cs/c(=N/C(=S)Nc2ccccc2)n1C,-9,27
COc1ccc(-c2nc(=S)c3c([nH]2)Oc2ccc(C)cc2C3)cc1O,-14,4
CCCS(=O)(=O)c1nc(S(=O)(=O)c2ccc(C)cc2)c(NCc2ccc3c(c2)OCO3)s1,-11,10
CC1=NN(c2nc(-c3ccc(C)cc3)cs2)C(=O)C1N=Nc1ccc(C(N)=O)cc1 (configuration not stated),-12,10
COc1ccc(Cl)cc1S(=O)(=O)N1CCC(C(=O)NC2CCCC2)CC1,-14,11
CC(C)C(=O)OCc1cn(-c2ccc(Cl)c(Cl)c2)nn1,-6,14
Nn1c(SCC(=O)NC2CCCC2)nnc1-c1ccccc1F,-14,15
Cc1ccc(-c2noc(=O)n2CC(=O)c2ccc(Cl)cc2)cc1,-20,7
CC(C)C(=O)Nc1c2c(nc3c1CCC3)CCCC2,-13,8
Cc1ccc(C2(C)NC(=O)N(CC(=O)NCc3ccccc3Cl)C2=O)cc1 (configuration not stated),-6,5
COc1cc(C(C)=O)ccc1OC(=O)C(C)N1C(=O)c2ccccc2C1=O (configuration not stated),-8,30
CC(C)(C)C(=O)Nc1nc2ccc(S(C)(=O)=O)cc2s1,4,13
Cc1ccccc1S(=O)(=O)Cc1ccc(C(=O)NCCN2CCCCC2C)o1 (configuration not stated),4,10
Cc1cccc(CSc2nc(N)c(C#N)c(-c3cccs3)c2C#N)c1,-5,20
COC(C/C=C\C(=O)[C@H](C)OCc1ccccc1)OC,-17,20
O=C(Nc1ccccc1)c1nnn(Cc2ccccc2)c1NC(=O)C(F)(F)F,-17,17
CCn1c(SCC(=O)Nc2ccc(C(C)=O)cc2)nnc1C1CC1,-6,4

# Shown tab-delimited: 18 of the compounds above.
SMILES	OX1R antag-1	OX1R antag-2
COc1ccc(C(=O)c2ccc(OC)cc2OC)cc1	-108	14
CC(CNC(=O)c1ccc2c(c1)OCO2)c1ccc([N+](=O)[O-])cc1 (configuration not stated)	-4	7
O=C(O)CSc1nnc(-c2ccc(S(=O)(=O)N3CCCC3)cc2)n1Cc1ccco1	1	16
Cc1ccnc(NC(=O)c2cccc(NC(=O)c3ccccc3C)c2)c1	-29	10
Cc1cccc(C)c1NC(=O)COC(=O)COc1ccc2c(C)cc(=O)oc2c1	-10	19
CCCCCC1(C(=O)OCC)CC(CSC(=N)N)OC1=O (configuration not stated)	-15	13
NC(=O)C1CCN(CC(=O)N2c3ccccc3CCc3ccccc32)CC1	-11	11
Cc1c(OCC(=O)N2CCC(C(N)=O)CC2)ccc2c1oc(=O)c1ccccc12	-2	15
Cc1cs/c(=N/C(=S)Nc2ccccc2)n1C	-9	27
COc1ccc(-c2nc(=S)c3c([nH]2)Oc2ccc(C)cc2C3)cc1O	-14	4
CCCS(=O)(=O)c1nc(S(=O)(=O)c2ccc(C)cc2)c(NCc2ccc3c(c2)OCO3)s1	-11	10
CC1=NN(c2nc(-c3ccc(C)cc3)cs2)C(=O)C1N=Nc1ccc(C(N)=O)cc1 (configuration not stated)	-12	10
COc1ccc(Cl)cc1S(=O)(=O)N1CCC(C(=O)NC2CCCC2)CC1	-14	11
CC(C)C(=O)OCc1cn(-c2ccc(Cl)c(Cl)c2)nn1	-6	14
Nn1c(SCC(=O)NC2CCCC2)nnc1-c1ccccc1F	-14	15
Cc1ccc(-c2noc(=O)n2CC(=O)c2ccc(Cl)cc2)cc1	-20	7
CC(C)C(=O)Nc1c2c(nc3c1CCC3)CCCC2	-13	8
Cc1ccc(C2(C)NC(=O)N(CC(=O)NCc3ccccc3Cl)C2=O)cc1 (configuration not stated)	-6	5

# (further entries)
SMILES,OX1R antag-1,OX1R antag-2
COc1ccc(C(=O)COC(=O)[C@H](C)Nc2ccc(C(F)(F)F)cc2[N+](=O)[O-])cc1,-7,20
Cc1ccc(NC(=S)NCCN(C2CCCCC2)C2CCCC2)cc1,-34,6
Cc1c(Cl)c([N+](=O)[O-])nn1CCCC(=O)Nc1sc2c(c1C#N)CCC2,-15,15
O=C(NCc1ccncc1)c1ccc(OCc2ccccc2)cc1,-4,10
O=C(NCc1ccncc1)/C(=N/O)c1ccccc1,-3,-5
O=[N+]([O-])c1cccc(C=Nc2cc3c(cc2Br)OCCO3)c1,-9,3
Cc1c(N(C)C(=O)c2ccc3c(c2)OCO3)c(=O)n(-c2ccccc2)n1C,9,4
C=CCn1c(Cc2cccs2)nnc1SCC(=O)Nc1ccc(C(=O)OCC)cc1,-41,12
O=C(c1ccccc1)c1cc2ccccc2oc1=O,-9,-1
COc1ccc(-c2nc(CS(=O)CC(=O)N3CCN(C)CC3)c(C)o2)cc1 (configuration not stated),-16,2
COc1cccc(NC(=O)C2CCCN(c3ncnc4c3nc3n4CCCCC3)C2)c1 (configuration not stated),-27,22
O=C(CN1CCN(C(=O)c2ccco2)CC1)Nc1cccc(S(=O)(=O)N2CCCC2)c1,-28,1
CC(=O)c1ccc(N2CC(C)(C)C2=O)cc1,-6,9
COc1ccc(CCNC(=O)CSc2nnc(-c3cccc(C)c3)o2)cc1OC,-25,20
Cc1ccc(CSc2nnc(-c3ccncc3)n2N)cc1,-7,4
COc1cccc(-c2onc3ccc(C(C)=O)cc23)c1,-4,6
Cc1onc(C(N)=O)c1C(=O)Nc1ncc(C(F)(F)F)cc1Cl,4,24
CCN1CCN(C(c2ccc(C(F)(F)F)cc2)c2ccc3cccnc3c2O)CC1 (configuration not stated),-5,8
OC(COCc1ccco1)CN1CCN(c2ccccc2)CC1 (configuration not stated),-16,-2
Brc1cccc(CNc2nc3ccccc3n2CCN2CCCCC2)c1,-12,4
Cc1ccc(NC(=O)COC(=O)Cn2c(C)csc2=O)cc1C,-10,13
COc1ccccc1NC(=O)NC1(C(=O)N2CCCCC2)CCCCC1,-10,14
Cc1cc(C(=O)CSc2nnc(N)s2)c(C)n1Cc1ccco1,-16,11
CC(=O)c1cc(C#N)c(SCc2ccncc2)nc1C,-4,67
Cc1ccc(C(=O)NNC(=O)c2ccc(S(=O)(=O)N3CCCCC3)cc2)cc1,0,6
# Additional results:
SMILES,OX1R antag-1,OX1R antag-2
CCCN(CC(=O)Nc1ccccc1OC)C(=O)CCC(=O)c1ccc(Cl)s1,-44,17
Cc1cccc(CN2CCC(Oc3ccc(C(=O)N4CCCC4)cc3)CC2)n1,-14,5
O=C(Nn1cnc2ccccc2c1=O)c1ccc([N+](=O)[O-])cc1,-22,22
C[C@@H]1CN([C@@H](C)CO)C(=O)c2cc(NS(=O)(=O)c3cccs3)ccc2O[C@H]1CN(C)Cc1ccc(C(F)(F)F)cc1,-15,5
CCOc1ccc(NC(=O)CN(C)C(=O)c2ccc(COc3ccccc3)o2)cc1OCC,-10,30
On1c(-c2ccccc2)nc2ccc(Cl)cc21,-5,15
C=CCNC(=S)Nc1cc(S(=O)(=O)N2CCOCC2)ccc1-n1cncn1,-14,13
Cn1c(=O)c2c(ncn2CCOc2ccc(Br)cc2)n(C)c1=O,-17,20
CCOC(=O)c1ccc2ncc(C(=O)OCC)c(Nc3ccc(N4CCOCC4)cc3)c2c1,-25,36
CC(C)NS(=O)(=O)c1ccc(OCC(=O)Nc2ccc(F)cc2)cc1,2,22
COc1ccc(-c2[nH]ncc2C2N=C(N)Nc3nc4ccccc4n32)cc1 (configuration not stated),-16,6
CC1(c2nnc(-c3cccc(Cl)c3)o2)CC(c2ccccc2)=NO1 (configuration not stated),-25,23
Cc1ccc(C)c(OCC(O)CN2CCc3ccccc3C2)c1C (configuration not stated),-34,0
Cc1onc(-c2c(F)cccc2Cl)c1C(=O)NC(=S)Nc1c(C)n(C)n(-c2ccccc2)c1=O,-33,7
CC1CCN(c2cc(C#N)c(C#N)cc2[N+](=O)[O-])CC1,-9,8
CCC1(c2ccccc2)NC(=O)N(CC(=O)Nc2ccccc2C(=O)NC2CC2)C1=O (configuration not stated),-24,3
COC(=O)c1ccc(/C=C/C(=O)c2ccc(OC)c(OC)c2)cc1,-32,31
O=C1CCCN1CC(=O)N1CCCC(N2CCN(c3cccc(Cl)c3)CC2)C1 (configuration not stated),-21,4
CCN(CC)c1ccc(/C=N/NC(=O)c2c(-c3ccccc3)noc2C)cc1,-24,10
COc1cc(Cl)c(C)cc1NC(=O)CN1C(=O)C2CC=CCC2C1=O (configuration not stated),-15,6
O=C1CC(N2CCN(c3ccccc3)CC2)C(=O)N1c1cccc(Br)c1 (configuration not stated),-13,5
COc1ccc(NS(=O)(=O)/C=C/c2ccc(OC)c(OC)c2)cc1,-11,5
